# PPC-1+TRAIL kill: PPC-1 cancer cell killing with TRAIL present | PPC-1 cells + TRAIL, ATPLite viability luminescence | cell killing (% activity), % at 4 µM | 220,000 compounds, 0.41% hits | AID 1443;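 active = cell killing above 50% in the first pass at 4 µM, then a duplicate retest at 5 µM averaging 50% or more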;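 note: plate controls were cells with TRAIL plus DMSO for no effect and medium-only wells lacking cells for full effect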
# Furin inh: inhibitors of human furin. P09958. purified furin, fluorogenic substrate cleavage. inhibition, % at 30 µM. 220,000 compounds, 0.061% hits. AID 463115; in the data active = inhibition above about 25%; note: inactives centre near -15
# Target sequence (P09958 108-714 limits assumed): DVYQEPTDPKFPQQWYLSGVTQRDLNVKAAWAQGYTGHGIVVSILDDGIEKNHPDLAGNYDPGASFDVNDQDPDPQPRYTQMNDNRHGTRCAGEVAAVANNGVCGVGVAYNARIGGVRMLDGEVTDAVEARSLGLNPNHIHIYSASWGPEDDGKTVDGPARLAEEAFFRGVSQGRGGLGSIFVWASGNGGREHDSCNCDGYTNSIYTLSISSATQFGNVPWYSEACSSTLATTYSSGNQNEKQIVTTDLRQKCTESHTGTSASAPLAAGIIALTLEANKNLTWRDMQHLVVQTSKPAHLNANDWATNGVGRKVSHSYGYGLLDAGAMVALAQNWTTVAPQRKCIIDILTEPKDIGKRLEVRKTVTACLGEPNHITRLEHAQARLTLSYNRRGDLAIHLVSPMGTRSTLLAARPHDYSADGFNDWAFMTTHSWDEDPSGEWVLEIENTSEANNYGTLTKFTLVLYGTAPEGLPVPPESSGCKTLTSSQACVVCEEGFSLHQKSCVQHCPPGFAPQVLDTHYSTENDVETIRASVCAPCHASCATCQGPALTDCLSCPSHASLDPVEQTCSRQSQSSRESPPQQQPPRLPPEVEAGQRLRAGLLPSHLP
# Ba/F3 V617F tox: reduce viability of Ba/F3 cells dependent on JAK2V617F; Ba/F3 EpoR-JAK2V617F viability, ATP luminescence; inhibition, % at 5.6 µM; 220,000 compounds, 1.1% hits;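 active = inhibition above the campaign mean plus 3 SD over all tested compounds, cut at about 24% in these data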;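 note: cytokine-independent growth of Ba/F3 cells driven by EpoR plus mutant JAK2; 0% = DMSO-treated cells and 100% = JAK inhibitor I control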
# BaF3 tox: counter-screen for JAK2V617F inhibitors: parental Ba/F3 viability inhibitors | 220,000 compounds, 1.1% hits | CellTiter-Glo ATP luminescence | inhibition, % at 5.6 µM;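 active = inhibition above a per-campaign cutoff, the mean inhibition of all tested compounds plus 3 SD, cut at about 27% in these data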;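 note: 0% = DMSO wells and 100% = JAK Inhibitor I control wells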
# RBBP9 inh: blocks human serine hydrolase RBBP9 | recombinant RBBP9, FP-Rh probe fluorescence polarization | inhibition, % at 7.94 µM | 220,000 compounds, 0.2% hits | AID 1515;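 active = inhibition above the campaign mean of all tested compounds plus 3 SD, cut at about 14% in these data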;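 note: plate controls were DMSO wells with RBBP9 for no effect and wells lacking RBBP9 protein for full effect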
#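 Controls: DMSO-treated enzyme wells and wells lacking RBBP9 | Material: RBBP9 protein | Technique: Fluorescence polarization | Replication: Single well per compound, no replicates | Buffer or medium: Tris-NaCl-Pluronic buffer, pH 8.0 | Timing: 30 min compound preincubation, 45 min probe labeling, 25 °C | Read-out basis: Percent inhibition from mP, scaled between DMSO and no-protein wells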
# p47phox inh: p47phox (human) inhibition; 220,000 compounds, 0.53% hits; inhibition, % at 24.7 µM; P14598; p47phox/p22phox peptide binding, fluorescence polarization, 2 h;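 active = inhibition above about 30%, limit read from the data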;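 note: 0% = p47phox with labelled peptide and 100% = labelled peptide alone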
# Target sequence (P14598 whole entry, looked up): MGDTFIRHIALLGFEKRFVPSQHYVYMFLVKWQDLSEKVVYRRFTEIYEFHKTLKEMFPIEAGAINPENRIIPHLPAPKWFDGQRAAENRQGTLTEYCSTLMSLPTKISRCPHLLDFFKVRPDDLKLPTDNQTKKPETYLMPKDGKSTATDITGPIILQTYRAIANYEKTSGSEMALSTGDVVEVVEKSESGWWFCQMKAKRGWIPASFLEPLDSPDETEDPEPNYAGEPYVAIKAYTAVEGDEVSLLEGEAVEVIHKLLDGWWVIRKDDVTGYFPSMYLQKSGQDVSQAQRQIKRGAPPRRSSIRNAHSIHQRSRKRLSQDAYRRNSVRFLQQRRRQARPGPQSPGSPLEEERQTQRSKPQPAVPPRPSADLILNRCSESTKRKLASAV
# EP2 antag: inhibitors of human EP2 prostaglandin E2 receptor; P43116; C6 glioma cells expressing human EP2, cAMP TR-FRET; cells stimulated with saturating PGE2; inhibition, % at 25 µM; 260,000 compounds, 0.52% hits; AID 1422;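 active = percent inhibition above 40 after rounding to a whole number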;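 note: rat C6 glioma host cells with rolipram phosphodiesterase inhibitor present; the protocol text gives 20 µM as final concentration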
# Tb hexokinase: T. brucei hexokinase 1 inhibition | recombinant TbHK1, G6PDH-coupled NADH A340 | 220,000 compounds, 0.11% hits | inhibition, % at 10 µM;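 active = inhibition of 50% or more in the single-dose primary screen; inactive = inhibition below 50%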
# p97 inhibitor: inhibitors of human p97 ATPase | P55072 | recombinant p97 ATPase, Kinase-Glo ATP luminescence, 3 h | inhibition, % at 8 µM | 220,000 compounds, 0.42% hits; in the data active = inhibition above about 15%;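 note: 0% = DMSO vehicle and 100% = wells lacking enzyme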
# Starred values were filed as active, the others as inactive; . = not tested or not shown; & = joins results of further samples; [ ] = another dose, or the depositor's remark. An excerpt (hit frequency here may not be typical).
# Preview, 2 compounds:
# Second line of a record – RBBP9 inh	Ba/F3 V617F tox	PPC-1+TRAIL kill	EP2 antag	Furin inh	Tb hexokinase	p47phox inh	BaF3 tox	p97 inhibitor
- Cc1cccc(CSc2cn(CC(=O)N3CCOCC3)c3ccccc23)c1
→ -5.5	0.8	3.0	9.5	-21.9	1.0	-7.5	6.5	-3.5
- COc1ccc(S(=O)(=O)NCC2CCCN(C(=O)C3CCCC3)C2)cc1 (stereo not given)
→ -3.3	-4.8	2.3	6.7	-24.1	0.7	-6.5	0.5	2.5

# The whole of this part (from the top)
# Second line of a record – RBBP9 inh	Ba/F3 V617F tox	PPC-1+TRAIL kill	EP2 antag	Furin inh	Tb hexokinase	p47phox inh	BaF3 tox	p97 inhibitor
- Cc1cccc(CSc2cn(CC(=O)N3CCOCC3)c3ccccc23)c1
→ -5.5	0.8	3.0	9.5	-21.9	1.0	-7.5	6.5	-3.5
- COc1ccc(S(=O)(=O)NCC2CCCN(C(=O)C3CCCC3)C2)cc1 (stereo not given)
→ -3.3	-4.8	2.3	6.7	-24.1	0.7	-6.5	0.5	2.5
- CCOc1ccccc1NC(=O)C1CCN(C(=O)c2cccs2)CC1
→ -2.4	1.5	5.4	6.5	-2.8	5.8	-0.9	2.7	-5.9
- CCOC(=O)CCC(=O)NCc1ccc2[nH]c(C)cc2c1
→ -2.9	-4.1	31.8	7.2	-11.0[20 µM]	-12.2	-9.8	0.6	2.4
- CCOC(=O)c1c(NC(=O)CSc2nc3ccccc3c(=O)n2-c2ccc(F)cc2)sc(C(C)=O)c1C
→ 1.9	-4.8	16.8	31.3	-20.1	-10.2	-52.0	1.6	6.1
- O=C(CCn1c(=O)oc2ccccc21)NC1=NCCS1
→ -7.3	-0.8	12.7	4.3	-25.2[20 µM]	8.5	-9.7	1.0	3.4
- CC(C)c1ccccc1NC(=S)NCc1ccccc1F
→ -10.0	-1.9	-50.2	4.5	-14.2	11.0	-5.1	5.9	-0.8
- COc1ccc(CN2C(=O)c3ccccc3C2C(=O)NCC2CCCO2)c(OC)c1 (stereo not given)
→ -6.0	1.4	0.1	17.3	-16.8	1.4	-4.7	-0.1	-2.4
- Cc1onc(-c2ccccc2Cl)c1C(=O)NCc1ccccc1
→ 1.2	6.3	14.9	-0.8	-12.8[20 µM]	-3.1	2.5	6.0	-1.9
- O=C(CC(CC(=O)c1ccccc1)C(=O)O)c1ccccc1
→ -4.3	-0.9	-18.2	3.9	-23.9[20 µM]	1.1	-6.4	5.8	4.8
- O=C(CN1C(=O)CSC1=O)Nc1ccccc1F
→ -2.6	1.1	10.6	22.3&14.1	-10.4	-1.0	-7.9	6.1	0.7
- Cc1ccc(SCC(=O)Nc2cccc(C(=O)NC(C)(C)C)c2)cc1
→ -2.5	-1.1	14.2	8.0	-12.6[20 µM]	-3.6	3.0	3.5	-2.0
- COc1ccccc1CC(NC(C)=O)C(=O)N1CCN(C(=O)Nc2ccccc2Cl)CC1 (stereo not given)
→ -5.5	-2.4	11.6	6.3	-12.0[20 µM]	2.9	-10.2	1.3	-1.2
- Cc1c(Cl)cnn1CC(=O)NC1C(=O)N2C(C(=O)O)=C(CSc3nnnn3C)CSC12 (stereo not given)
→ -8.2	3.4	9.3	3.7	-10.6	7.3	-6.6	3.0	-2.9
- Cc1cc(NN)nc(NS(=O)(=O)c2ccccc2Cl)n1
→ -2.8	-0.2	7.6	8.0&3.9	-19.4	1.2	-8.4	2.9	4.2
- N#Cc1cn(Cc2ccncc2)c(=O)[nH]c1=O
→ 3.4	-2.4	-6.7	2.2	-1.4	-2.1	-5.8	-0.2	7.4
- Cc1ccc2c(c1)C(O)(CC(=O)c1ccc3c(c1)OCO3)C(=O)N2 (stereo not given)
→ 0.8	-3.3	8.0	13.1	17.6[20 µM]	-2.7	7.1	1.1	5.6
- CCOc1ccc(C2c3[nH]c4ccccc4c3CCN2C(=O)Cn2cncn2)cc1 (stereo not given)
→ -5.8	11.1	11.8	3.7	-26.9	-5.1	-13.6	9.7	0.6
- C#CCNC(=O)C1=C[C@H](c2ccc(C(F)(F)F)cc2)[C@@H](CCCO)[C@H](OCC)O1
→ 2.1	1.7	3.7	11.9	-20.8	6.1	.	-2.6	-1.0
- Cc1cc2ccccc2n1CCNC(=O)c1ccc(S(=O)(=O)N2CCCCC2)cc1
→ -13.2	-3.6	10.2	13.2	-35.6	-2.4	-7.8	4.6	3.8
- CCCc1c(C(=O)OCC)[nH]c2c1C(=O)CCC2
→ -1.1	-5.6	12.8	4.8	-3.6	-0.1	-9.3	2.3	-1.2
- Cc1cc(-c2ccccc2)n(-c2ccc(C(N)=O)cc2)n1
→ -9.9	0.8	22.6	11.7	-19.5	-5.4	1.0	5.2	0.3
- O=C1/C(=C/c2cccnc2)SC(=S)N1N1CCOCC1
→ -11.2	-0.8	1.3	8.9	-7.1	-7.8	-22.5	2.4	-1.6
- O=C1c2[nH]nc(-c3ccccc3O)c2C(c2ccc(F)cc2)N1Cc1ccco1 (stereo not given)
→ -12.2	-1.7	-0.3	5.2	10.3	7.1	-4.7	1.6	4.0
- NC(=O)CSc1nc(C2CC2)nc2sc3c(c12)CCCC3
→ -5.3	0.1	36.1	5.4	-10.7	6.6	3.0	5.9	-0.2
- Cc1ccc(C(=O)CSc2nnc(CNc3ccc(C)cc3C)n2Cc2ccco2)cc1
→ -12.8	-4.1	14.5	6.7	-9.0	-2.1	-9.4	3.0	2.2
- COC(=O)C(C)SC1=N/C(=C/c2ccc(-n3cncn3)cc2)C(=O)N1 (stereo not given)
→ -8.7	-4.0	-0.2	3.0	-21.3	-41.7	-25.7	-5.4	3.4
- Cc1sc2ncnc(OCC(=O)NCC3CCCO3)c2c1C (stereo not given)
→ -9.3	-4.8	7.2	3.8	-14.1	-5.9	-13.3	-0.7	1.0
- CCCCn1c(N)c(N(CC)C(=O)c2cc(Br)ccc2Cl)c(=O)[nH]c1=O
→ 4.4	4.2	25.7	12.0	-26.1	-0.8	3.1	5.2	1.7
- COc1ccc(-c2nn(-c3ccccc3)cc2C(=O)N2CCOCC2)cc1
→ -2.4	1.6	5.5	7.9	-13.8	-3.8	-11.2	7.8	4.5
- CCOC(=O)c1cn(-c2ccc(F)c(F)c2F)c2c(F)c(F)c(F)cc2c1=O
→ -2.7	-2.4	-2.0	15.2	-3.1[20 µM]	0.7	-7.5	4.2	2.8
- Nc1cc(=O)[nH]c(SCCOc2ccccc2)n1
→ 0.6	-3.1	22.2	5.5	-23.2	0.7	-0.3	1.9	3.4
- CN(C)CCCN1C(=O)c2oc3ccc(Cl)cc3c(=O)c2C1c1cccnc1 (stereo not given)
→ 6.2	-1.6	-20.8	9.0	-8.9	-9.6	-2.0	0.4	4.7
- Cc1c(Cl)cccc1NC(=S)NC1CC1
→ -3.1	-5.3	16.1	3.7	-0.9	26.0	9.4	7.1	10.0
- CCC(C)(C(=O)NC1CCCC1)N(C(=O)CNC(C)=O)c1ccccc1 (stereo not given)
→ -9.4	0.7	6.6	13.2	-28.7	1.9	-20.0	5.2	4.1
- COCC(=O)Nc1ccc(-c2cn3cccnc3n2)cc1
→ -6.7	0.2	27.0	8.0	-39.6	37.0	-5.2	5.9	3.4
- COc1ccc(S(=O)(=O)N2CCOCC2)cc1NC(=O)CCc1c[nH]c2ccccc12
→ -7.5	0.2	13.1	13.9	-26.0	-2.2	-7.5	5.5	3.8
- CN(C[C@H](CC1CCCCC1)N(C[C@H](Cc1ccccc1)N(CCc1ccccc1)N=O)N=O)N=O
→ -3.8	-0.7	-4.6	9.8	-24.8	3.6	-6.4	-1.3	-0.2
- CCN(CC)S(=O)(=O)c1ccc2[nH]c(=O)cc(C(=O)Nc3cccc(C(C)=O)c3)c2c1
→ -3.2	2.4	19.9	6.8	-24.4	-5.3	-7.0	5.5	0.7
- C/C(=N\NC(=O)CC1(C)OCCO1)c1cccs1
→ -3.1	1.3	0.8	2.2	-11.9	7.4	-1.0	3.7	-3.4
- CCOC(=O)N1CCN(C(=O)COc2ccc(Br)cc2Cl)CC1
→ -5.0	2.2	-7.9	0.2	-16.0	-4.6	-10.5	10.9	0.8
- O=C(CSc1n[nH]c(=O)n1C1CC1)N1N=C(c2ccc(Cl)cc2)CC1c1ccco1 (stereo not given)
→ 0.9	-0.4	8.1	4.0	-26.1	-5.3	-6.3	-7.1	-0.3
- C#CCNC(=O)C1=C[C@@H](c2coc3ccccc3c2=O)C[C@@H](OCc2ccc(CO)cc2)O1
→ 1.1	-3.8	-9.0	6.3	-20.3	-10.8	.	1.0	8.5
- CC(/C=C/c1ccccc1)=N\Nc1nc(C)cc(C)n1
→ -8.8	1.2	16.7	0.9	-4.5	-30.9	4.5	0.4	-5.6
- COC(=O)c1cc(COC(=O)c2ccc3ccccc3n2)oc1C
→ -3.0	-3.8	19.9	1.0	-6.0	5.5	-21.6	-0.3	2.4
- Cc1cccc(NC(=O)CCNS(=O)(=O)c2cccc3nonc23)c1
→ -3.4	2.7	9.4	5.9	-19.5	-2.7	0.2	3.0	3.3
- N#C/C(C(=O)N1CCOCC1)=C1/SC=C(c2ccccc2)N1c1ccccc1
→ 2.2	-4.4	.	.	-14.2[20 µM]	-0.2	.	0.5	1.9
- Cc1nc2ccc(NC(=O)c3ccccc3)cc2s1
→ 7.0	-0.8	26.8	5.3	-24.7	1.2	-0.6	1.7	8.0
- C/C(CC(=O)NCCN1CCOCC1)=N\NC(=O)c1ccncc1
→ -8.7	-3.3	-10.8	8.2	-22.9	-8.7	-4.2	-2.2	5.7
- Cc1ccc2oc(-c3cccc(NC(=O)c4ccc(Br)o4)c3)nc2c1
→ -11.4	-2.3	-6.2	.	-22.1[20 µM]	1.1	-38.1	2.6	-0.1
- C=CCN(C(=O)Cn1ncc2c1-c1cc(C)ccc1OC2)c1ccccc1
→ -1.1	1.8	-11.8	6.4	-16.1	-6.3	-14.0	1.7	-1.4
- CCCC(=O)Nc1ccc(C(=O)NN=C(C2CC2)C2CC2)cc1
→ -9.3	0.6	5.4	6.8	-12.8	-12.2	-6.5	4.4	1.9
- COc1ccccc1C(=O)Nc1ccc2c(c1)OCO2
→ -2.9	2.8	-11.0	5.0	-13.6[20 µM]	-1.6	0.9	5.0	0.1
- CC(C(=O)NCC1CCCO1)n1cccc1C(=O)c1ccccc1 (stereo not given)
→ 3.0	-2.3	15.1	13.0	-10.2	-10.9	-11.5	4.3	5.8
- O=C(NCCOC(=O)c1ccc(S(=O)(=O)N2CCOCC2)cc1)c1cccnc1
→ 2.1	-2.7	6.5	4.1	-19.4	-1.6	-9.6	9.3	3.0
- COc1cc(C=O)ccc1OCCSc1ccc(Cl)cc1
→ -2.2	-3.1	4.2	6.7	-9.4	-3.1	4.1	3.5	4.0
- Cc1cc(C)n(-c2ncc3c(n2)N(CCO)CCOC3=O)n1
→ 5.5	-4.3	-8.6	3.0	-9.1	-18.9	-2.8	5.4	7.5
- O=C(NCc1ccccc1)c1ccc(-c2ccccc2C(F)(F)F)o1
→ -7.9	1.7	-13.4	7.9	-13.6	3.8	-15.9	7.8	2.3
- Cc1cc(Cl)ccc1NC(=O)Cn1cncn1
→ -5.7	2.0	-3.3	6.7	-12.2	1.4	-7.5	-4.8	2.5
- CC1=C(C(=O)Nc2ccccc2)C(c2ccco2)C(C#N)=C(SCc2ccccc2)N1 (stereo not given)
→ -11.7	-3.5	12.6	14.0	-14.5	-8.3	-26.0	-0.1	1.4
- Cc1onc(-c2c(F)cccc2Cl)c1C(=O)NCCN1CCNC1=O
→ -2.4	-0.5	-7.9	13.7	-12.8	-8.8	-5.6	-2.3	0.6

# Source: PubChem BioAssay
